# Screening results as filed in PubChem BioAssay.
# XiGFP reactiv = reactivates the inactive X chromosome in mouse fibroblasts; XiGFP mouse fibroblasts, % GFP-positive cells imaging, 3 d; cells co-treated with 5-aza-dC sensitizer; scaled so ellipticine positive control = 100%; activation, % at 7.58 µM; actives 0.055% (n = 360,000);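 active means mean normalized replicate activation at least 10% and every replicate at or above 10%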;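 further: 0% = median of on-plate neutral control wells and 100% = ellipticine 6 µM median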
#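 System: XiGFP fibroblasts, SV40-immortalized. Medium: DMEM plus 5-aza-dC sensitizer. Doses: single point. Timing: 3 d treatment, 15 min room-temperature fixation. Control set: ellipticine 6 µM.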
# E-sel inducer = E-selectin induction on HUVECs. P16581. HUVEC E-selectin immunofluorescence imaging; normalized: neutral wells 0, TNF-alpha wells 100. activation, % at 7.58 µM. actives 0.37% (n = 260,000). AID 686992;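 active means mean E-selectin-positive cell signal at least 10% of the positive control, reached in at least 60% of replicates, without over 20% cell loss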;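 further: in these data hits start at about 27%; measured in HUVEC primary endothelial cells; signal is the percent of cells scored E-selectin positive by PE staining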
# Target sequence (P16581 whole entry, looked up): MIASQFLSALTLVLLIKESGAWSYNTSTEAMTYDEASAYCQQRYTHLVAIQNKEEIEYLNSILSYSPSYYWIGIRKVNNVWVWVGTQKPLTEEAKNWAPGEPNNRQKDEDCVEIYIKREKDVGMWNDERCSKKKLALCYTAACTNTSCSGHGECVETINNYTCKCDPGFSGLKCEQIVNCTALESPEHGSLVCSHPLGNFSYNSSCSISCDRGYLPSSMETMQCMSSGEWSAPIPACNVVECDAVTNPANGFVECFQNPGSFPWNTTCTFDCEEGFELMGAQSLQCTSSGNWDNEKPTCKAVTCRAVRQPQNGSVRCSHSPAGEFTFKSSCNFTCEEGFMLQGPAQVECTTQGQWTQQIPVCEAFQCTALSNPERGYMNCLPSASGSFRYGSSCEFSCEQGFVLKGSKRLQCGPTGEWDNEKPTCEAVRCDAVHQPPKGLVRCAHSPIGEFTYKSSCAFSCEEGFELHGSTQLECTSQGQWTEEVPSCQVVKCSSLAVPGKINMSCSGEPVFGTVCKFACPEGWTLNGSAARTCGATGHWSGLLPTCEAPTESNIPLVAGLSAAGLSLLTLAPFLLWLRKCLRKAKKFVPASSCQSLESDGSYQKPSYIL
#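 Read-out: % PE-positive cells | Test system: HUVEC | Doses: One compound dose added by pin transfer | Buffer or medium: EGM-2 over gelatin coat | Signal: Immunofluorescence imaging | Benchmarks: TNF-alpha, DMSO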
# RAD52 inh = blocks human RAD52 DNA annealing. P43351. recombinant RAD52 DNA annealing, FRET fluorescence. inhibition, % at 18.7 µM. actives 0.46% (n = 360,000);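 active means every replicate showing at least 50% inhibition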
# RAD54 inh = RAD54 (human) branch migration inhibition; Q92698; RAD54 Holliday junction branch migration, FAM/BHQ fluorescence; inhibition, % at 10.4 µM; actives 0.14% (n = 360,000);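 active means mean normalized replicate activity at least 40 and at least half of replicates scoring 40 or more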;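 further: 0% = median of neutral control wells and 100% = median of positive control wells; inhibitors cause a drop in the FAM fluorescence signal; in these data hits start at about 50%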
# esBAF inh = SWI/SNF esBAF complex inhibition; mouse ES cells, Bmi1-luciferase knock-in reporter, 24 h; 100% = twice the neutral-well signal; reporter increase, % at 12.5 µM; actives 2% (n = 350,000); in the data active means activation above about 40%;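 further: 0% = median of the plate's neutral control wells and 100% = double that signal; a rise in the Bmi1 reporter signal indicates esBAF inhibition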
# ERAP1 HTS inh = blocks human ERAP1 aminopeptidase activity | Q9NZ08 | recombinant ERAP1, Leu-AMC fluorescence, 60 min | inhibition, % at 10.7 µM | actives 0.15% (n = 340,000) | AID 652197;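 active means mean replicate inhibition of at least 30%, or all replicates individually reaching that 30% level; inactive means mean below 30% and not every replicate reaching it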;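 further: 0% = neutral control wells and 100% = L-leucinethiol positive control wells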
# ERp5 block = inhibitors of human ERp5 | actives 0.05% (n = 350,000) | inhibition, % at 9.99 µM | ERp5 insulin aggregation, absorbance 650 nm, 90 min | Q15084 | AID 651711;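 active means mean replicate inhibition above about 25%, with every replicate also reaching it, limit read from the data, passing the limit was not always enough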
# Target sequence (Q15084 whole entry, looked up): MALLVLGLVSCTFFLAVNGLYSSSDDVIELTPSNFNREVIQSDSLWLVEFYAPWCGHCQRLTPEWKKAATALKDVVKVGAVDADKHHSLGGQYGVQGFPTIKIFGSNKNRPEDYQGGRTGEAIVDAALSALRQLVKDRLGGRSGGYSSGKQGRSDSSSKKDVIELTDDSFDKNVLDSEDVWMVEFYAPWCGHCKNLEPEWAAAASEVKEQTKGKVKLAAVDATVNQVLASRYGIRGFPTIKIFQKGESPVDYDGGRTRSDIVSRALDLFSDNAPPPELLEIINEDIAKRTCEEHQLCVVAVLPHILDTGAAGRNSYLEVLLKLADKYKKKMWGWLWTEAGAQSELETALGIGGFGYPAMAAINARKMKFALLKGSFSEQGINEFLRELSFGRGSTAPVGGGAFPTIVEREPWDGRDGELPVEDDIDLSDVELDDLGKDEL
# S100A4 inh HTS = inhibitors of human S100A4 binding to myosin IIA peptide. actives 0.14% (n = 360,000). S100A4/TAMRA-MyoIIA peptide fluorescence polarization. inhibition, % at 10.7 µM. P26447;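 active means mean inhibition of at least 70% across replicates, with every replicate also reaching that level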
#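 assay system = human S100A4 monomer with TAMRA-labelled myosin IIA peptide | also added = labelled myosin peptide probe, 5 nM | incubation = 5 min between mix addition and reading | control set = DMSO and TFP controls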
# The depositor's hits bear a star; x = not tested or not shown.
1) COc1ccc(-c2ccc3c(n2)CCCN3S(=O)(=O)c2cccs2)cc1
2) CCCNC(=O)N[C@@H]1C=C[C@H](CC(=O)NCCc2ccccc2)O[C@H]1CO
3) O=C(Cn1ccc([N+](=O)[O-])n1)NCc1ccco1
4) COc1ccc(C2CC(O)(c3ccccc3)Oc3c(C)ccc(C)c32)cc1 (stereo unspecified)
5) N=c1c(C(=O)NC2CCCCC2)cc2c(=O)n3ccccc3nc2n1Cc1ccccc1
6) COc1cccc(/C=C/C(=O)OCC(=O)NC2CCCCCC2)c1

Assay by compound	1	2	3	4	5	6
XiGFP reactiv	0.0	0.0	x	0.0	0.0	-0.1
E-sel inducer	-0.3	-0.2	x	-0.2	1.1	-0.1
RAD52 inh	-23.3	-3.9	-2.1	3.0	26.1	2.2
RAD54 inh	x	4.4	8.4	1.9	2.4	4.0
esBAF inh	x	0.9	0.2	-6.5	-3.0	-5.6
ERAP1 HTS inh	-2.2	-1.8	3.8	-1.2	-1.3	-0.6
ERp5 block	-0.4	-1.1	-6.3	1.9	-6.4	-0.7
S100A4 inh HTS	0.2	-8.6	0.6	0.3	9.3	-3.0

7) CNC(=O)N(O)C1N(/N=C/c2ccc(C)cc2)C(=S)SC1(C)C (stereo unspecified)
8) O=C(CSc1nnc(NC(=O)c2ccccc2[N+](=O)[O-])s1)NCC1CCCO1 (stereo unspecified)
9) CCCCn1c(N)c(N(CCOC)C(=O)c2cc(-c3ccncc3)nc3ccccc23)c(=O)[nH]c1=O
10) O=C1/C(=C/c2cccnc2)SC(=S)N1c1ccccc1
11) N#CCOc1ccccc1P(=O)(c1ccccc1)c1ccccc1
12) CCn1c(SCC(=O)N(C)c2c(N)n(Cc3ccccc3)c(=O)[nH]c2=O)nnc1-c1cccs1

Assay by compound	7	8	9	10	11	12
XiGFP reactiv	0.1	0.3	0.0	-0.1	0.0	0.0
E-sel inducer	-0.1	0.4	0.7	0.5	0.1	-0.1
RAD52 inh	-10.6	-6.9	-13.1	-5.6	-10.2	-1.4
RAD54 inh	-11.7	-2.5	-5.4	x	x	1.9
esBAF inh	7.9	-8.6	-1.6	x	-4.2	-6.6
ERAP1 HTS inh	-1.9	1.5	-0.6	1.6	-3.0	-5.4
ERp5 block	2.4	2.5	4.0	0.2	-1.0	-0.5
S100A4 inh HTS	0.9	6.8	5.8	2.3	6.9	-3.9

13) O=C(Nc1ccc(F)c(Cl)c1)C1Cc2c(-c3ccccc3Oc3ccccc3)ccnc2O1 (stereo unspecified)
14) CCc1nnc(SCC(=O)Nc2ccc3c(c2)OCO3)n1CC
15) COc1ccc(C)cc1NC(=O)c1ccc2c(=O)n3c(nc2c1)CCCCC3
16) Cc1[nH]n(-c2nc(-c3ccccc3)cc(=O)[nH]2)c(=O)c1CCO
17) Cc1noc(C)c1NC(=O)Nc1ccc2c(c1)C(=O)N([C@H](C)CO)C[C@H](C)[C@H](CN(C)Cc1ccc(C(=O)Nc3ccccc3N)cc1)O2
18) O=C(N=Nc1c(O)[nH]c2ccc(Br)cc12)c1ccccc1-n1cccc1

Assay by compound	13	14	15	16	17	18
XiGFP reactiv	0.1	0.4	0.0	0.0	0.1	x
E-sel inducer	-0.2	0.2	x	x	x	x
RAD52 inh	-4.6	-3.0	4.9	-22.8	3.2	-5.4
RAD54 inh	1.8	-1.8	-2.4	-7.0	-10.2	6.2
esBAF inh	7.6	3.2	7.6	-1.6	-3.4	10.3
ERAP1 HTS inh	-1.2	0.9	-1.4	-2.5	-0.6	-1.3
ERp5 block	11.7	11.2	-1.4	-1.8	15.2	5.0
S100A4 inh HTS	-5.4	-2.8	0.5	-0.1	2.6	2.8

19) CCN(CC)CCCn1c(SCC(=O)NCC2CCCO2)nc2ccccc2c1=O (stereo unspecified)
20) C#Cc1ccc([C@@H]2C=C(C(=O)NC3CC3)O[C@H](OCC)[C@H]2CCCO)cc1
21) O=C(NCc1cccnc1)c1cccc(S(=O)(=O)Nc2ccc(F)cc2)c1
22) COCC(=O)Nc1ccc2c(c1)C(=O)N(C)[C@@H]1CC[C@H](CC(=O)NCC(F)(F)F)O[C@@H]1CO2
23) COCC(=O)N1CCCCN2[C@@H](CO)[C@@H](c3ccc(-c4ccc(OC)cc4)cc3)[C@@H]2C1
24) O=C(NCCc1ccccc1)C(c1cccs1)N(C(=O)CCl)c1ccc(Cl)cc1 (stereo unspecified)

Assay by compound	19	20	21	22	23	24
XiGFP reactiv	0.0	-0.1	-0.2	0.3	0.0	0.6
E-sel inducer	2.9	0.2	2.6	-0.1	0.0	0.4
RAD52 inh	5.3	-19.8	-4.2	-4.1	-4.5	4.5
RAD54 inh	-10.5	-4.6	x	10.9	5.2	x
esBAF inh	-3.4	-3.3	x	0.2	x	x
ERAP1 HTS inh	0.5	4.8	-2.8	0.6	0.8	4.4
ERp5 block	3.1	5.9	0.9	11.0	0.9	3.6
S100A4 inh HTS	-3.9	-6.1	-0.8	0.7	5.2	-1.2

25) CC=Cc1ccc2n(c1=O)C[C@@H]1[C@@H](CO)[C@H](C(=O)NCCC)[C@H]2N1C(=O)Nc1cc(F)ccc1F (mixture of isomers)
26) CCOC(=O)c1c(C)[nH]c(C(=O)OCC(=O)Nc2cc(C)nn2-c2ccccc2)c1C
27) Cc1cc(S(=O)(=O)N(Cc2ccc(F)cc2)CC2CCCO2)ccc1-n1cnnn1 (stereo unspecified)
28) O=C(NCC(=O)N(c1ccccc1)C(C(=O)NC1CCCCC1)c1cccnc1)c1cccs1 (stereo unspecified)
29) C=CCNC(=S)Nc1ccc2cn[nH]c2c1
30) C[C@@H]1CN([C@@H](C)CO)C(=O)Cc2cc(NS(=O)(=O)c3ccc(F)cc3)ccc2O[C@@H]1CN(C)S(=O)(=O)c1ccccc1

Assay by compound	25	26	27	28	29	30
XiGFP reactiv	0.3	-0.1	x	0.0	0.0	-1.2
E-sel inducer	0.1	1.6	x	-0.1	-0.4	-0.1
RAD52 inh	12.4	-12.7	-17.5	-11.1	-12.6	-0.9
RAD54 inh	8.7	-4.6	4.0	1.5	x	1.9
esBAF inh	-0.2	-6.3	-5.2	-1.7	x	2.3
ERAP1 HTS inh	-1.2	-1.1	-3.3	-1.4	x	3.0
ERp5 block	2.5	10.5	3.1	3.6	-0.6	4.4
S100A4 inh HTS	-6.4	-6.4	-1.2	-4.3	-1.5	1.3

31) C[C@@H]1CCCCO[C@H](CN(C)Cc2ccc3c(c2)OCO3)[C@H](C)CN([C@H](C)CO)C(=O)c2cc(NC(=O)NC3CCCCC3)ccc2O1
32) Cc1cc(=O)cc(C)n1-c1ccc(O)cc1
33) CC(=O)OCc1ccccc1Sc1ccccc1C(=O)NCc1ccccc1
34) C[C@@H]1CN([C@@H](C)CO)C(=O)c2cc(NC(=O)Nc3ccc4c(c3)OCO4)ccc2O[C@@H]1CN(C)S(=O)(=O)c1cn(C)cn1
35) CO[C@@H]1CN(C)C(=O)c2ccc(NS(C)(=O)=O)cc2OC[C@H](C)N(C(=O)C2CCCCC2)C[C@H]1C
36) CS(=O)(=O)N1CCCC(C(=O)NCCCN2CCOCC2)C1 (stereo unspecified)

Assay by compound	31	32	33	34	35	36
XiGFP reactiv	-0.1	0.1	0.0	0.4	0.0	x
E-sel inducer	0.1	x	0.2	-0.8	-0.5	x
RAD52 inh	31.9	-1.6	-1.3	3.5	-10.5	-0.2
RAD54 inh	6.0	x	x	0.2	-6.6	-13.0
esBAF inh	-3.5	x	x	-0.8	4.7	-4.2
ERAP1 HTS inh	1.8	0.2	3.6	0.4	0.2	-7.7
ERp5 block	-2.4	-1.4	-2.4	-7.9	-5.3	-2.4
S100A4 inh HTS	6.2	-0.2	0.7	4.0	0.7	-32.4

37) Cc1csc(N/N=C/c2ccccc2F)n1
38) O=c1[nH]c(-c2ccccn2)nc2sc(-c3ccccc3)cc12
39) O=C(NCCc1nnc2ccc(N3CCCC3)nn12)c1ccccc1
40) CCCOc1ccc(/C=C/C(=O)N2CCN(c3ccccn3)CC2)cc1
41) CC(C)CCN1CCN(Cc2cccc3nonc23)CC1CCO (stereo unspecified)
42) CCOc1ccc(C(=O)NCC(=O)OCc2c(F)cccc2Cl)cc1OCC

Assay by compound	37	38	39	40	41	42
XiGFP reactiv	0.0	7.5	-0.1	-0.1	0.2	-0.1
E-sel inducer	-0.1	0.1	-0.5	9.1	0.1	x
RAD52 inh	-22.7	5.5	-7.0	-11.2	-6.5	-15.5
RAD54 inh	12.0	x	3.6	x	-2.0	-1.3
esBAF inh	62.1*	x	x	x	x	x
ERAP1 HTS inh	-1.7	-0.4	-1.3	8.5	-1.5	3.2
ERp5 block	-3.7	-4.8	4.1	2.7	2.3	3.9
S100A4 inh HTS	-1.8	-6.7	2.4	-18.6	3.6	5.6

43) CCCCN(C(=O)c1oc2ccc(OCC)cc2c1C)c1c(N)n(CC(C)C)c(=O)[nH]c1=O
44) COc1cc(OC)cc(C(=O)NCC(=O)OCC(=O)N2c3ccccc3NC(=O)C2(C)C)c1
45) CCN(CC)S(=O)(=O)c1ccc(C(=O)NC(=S)N2CCN(c3ccccc3O)CC2)cc1
46) CNC(=O)OCc1nc(SSC(C)(C)C)n(C)c1COC(=O)NC
47) CN(C)C(=O)C[C@@H]1C[C@H]2c3cc(NS(C)(=O)=O)ccc3O[C@H]2[C@@H](CO)O1
48) CCC(C)[C@H](NC(=O)N1CC(=O)Nc2ccccc21)C(=O)N[C@H](Cc1ccccc1)C(=O)O (stereo partly specified)
49) O=[N+]([O-])c1ccc(C2CNC(c3ccccc3)O2)cc1 (stereo unspecified)

Assay by compound	43	44	45	46	47	48	49
XiGFP reactiv	-0.1	0.0	0.0	-0.1	0.1	x	x
E-sel inducer	-1.4	x	x	-0.8	-0.2	x	x
RAD52 inh	-24.9	-4.9	-17.4	-25.2	-11.6	-25.7	-11.4
RAD54 inh	1.2	x	-6.4	x	1.1	-7.3	-5.0
esBAF inh	3.2	x	12.7	x	-5.3	13.2	-7.5
ERAP1 HTS inh	4.3	1.2	-1.6	2.8	0.1	x	3.2
ERp5 block	4.8	8.5	-1.2	5.5	92.7*	-2.7	-3.5
S100A4 inh HTS	-2.2	-4.4	-7.3	-3.4	3.6	1.4	-0.5

# Of the compounds above, eight contain an NH in an aromatic ring:
9) CCCCn1c(N)c(N(CCOC)C(=O)c2cc(-c3ccncc3)nc3ccccc23)c(=O)[nH]c1=O
12) CCn1c(SCC(=O)N(C)c2c(N)n(Cc3ccccc3)c(=O)[nH]c2=O)nnc1-c1cccs1
16) Cc1[nH]n(-c2nc(-c3ccccc3)cc(=O)[nH]2)c(=O)c1CCO
18) O=C(N=Nc1c(O)[nH]c2ccc(Br)cc12)c1ccccc1-n1cccc1
26) CCOC(=O)c1c(C)[nH]c(C(=O)OCC(=O)Nc2cc(C)nn2-c2ccccc2)c1C
29) C=CCNC(=S)Nc1ccc2cn[nH]c2c1
38) O=c1[nH]c(-c2ccccn2)nc2sc(-c3ccccc3)cc12
43) CCCCN(C(=O)c1oc2ccc(OCC)cc2c1C)c1c(N)n(CC(C)C)c(=O)[nH]c1=O

Assay by compound	9	12	16	18	26	29	38	43
XiGFP reactiv	0.0	0.0	0.0	x	-0.1	0.0	7.5	-0.1
E-sel inducer	0.7	-0.1	x	x	1.6	-0.4	0.1	-1.4
RAD52 inh	-13.1	-1.4	-22.8	-5.4	-12.7	-12.6	5.5	-24.9
RAD54 inh	-5.4	1.9	-7.0	6.2	-4.6	x	x	1.2
esBAF inh	-1.6	-6.6	-1.6	10.3	-6.3	x	x	3.2
ERAP1 HTS inh	-0.6	-5.4	-2.5	-1.3	-1.1	x	-0.4	4.3
ERp5 block	4.0	-0.5	-1.8	5.0	10.5	-0.6	-4.8	4.8
S100A4 inh HTS	5.8	-3.9	-0.1	2.8	-6.4	-1.5	-6.7	-2.2
